Screening data: PubChem BioAssay, National Center for Advancing Translational Sciences (NCATS)
Nrf2 activator = Nrf2 pathway activation; AREc32 ARE-luciferase reporter (MCF7-derived line), luminescence, 24 h; Potency, µM (highest dose often 46.1 µM), inactives show top-dose activation, usual class: activators; 410,000 tested, 0.31% active; AID 624171; further: potency means the concentration at half of the fitted maximal effect; % of control where 0% means no effect; nearly all actives have a fitted effect of over 65% in size
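Luciferase luminescence (Steady-Glo, 30 min at room temperature) served as the read-out of ARE activation in AREc32 cells treated with compounds for 24 hr at 37 deg C.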
HepG2 viability = counter-screen for TGF-b inhibitors: cytotoxicity in HepG2 cells; 410,000 tested, 0.76% active; Potency, µM (titrated, usually from 46.1 µM), without a hit: at the top dose activity change, negative = cytotoxicity, hits mostly cytotoxic; HepG2 CAGA-GFP viability, ATP luminescence, 18 h; further: potency means the concentration at half of the fitted maximal effect; some results filed as inactive show a strong effect at the top dose
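CellTiter-Glo luminescence gave cytotoxicity after 18 hours at 37 degrees C. The cells were HepG2 CAGA-GFP in 1% FBS DMEM, stimulated with 500 pg/mL TGF-beta after compound addition. %Activity was normalised to no-cell wells (complete cell-killing) and DMSO (no toxicity), and curves were fitted and classified.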
EPAC2 agonist = activates human EPAC2 exchange factor | Q8WZA2 | 360,000 tested, 0.079% active | AID 720711 | EPAC2 activation, biochemical qHTS; response scale: 100% = 6.5 mM cAMP response | Potency, µM (highest dose often 154 µM), without a hit: at the top dose activation, actives largely listed as activators; further: potency means the concentration at half of the fitted maximal effect; nearly all actives have a fitted effect of over 50% in size
Target sequence (Q8WZA2 whole entry, looked up): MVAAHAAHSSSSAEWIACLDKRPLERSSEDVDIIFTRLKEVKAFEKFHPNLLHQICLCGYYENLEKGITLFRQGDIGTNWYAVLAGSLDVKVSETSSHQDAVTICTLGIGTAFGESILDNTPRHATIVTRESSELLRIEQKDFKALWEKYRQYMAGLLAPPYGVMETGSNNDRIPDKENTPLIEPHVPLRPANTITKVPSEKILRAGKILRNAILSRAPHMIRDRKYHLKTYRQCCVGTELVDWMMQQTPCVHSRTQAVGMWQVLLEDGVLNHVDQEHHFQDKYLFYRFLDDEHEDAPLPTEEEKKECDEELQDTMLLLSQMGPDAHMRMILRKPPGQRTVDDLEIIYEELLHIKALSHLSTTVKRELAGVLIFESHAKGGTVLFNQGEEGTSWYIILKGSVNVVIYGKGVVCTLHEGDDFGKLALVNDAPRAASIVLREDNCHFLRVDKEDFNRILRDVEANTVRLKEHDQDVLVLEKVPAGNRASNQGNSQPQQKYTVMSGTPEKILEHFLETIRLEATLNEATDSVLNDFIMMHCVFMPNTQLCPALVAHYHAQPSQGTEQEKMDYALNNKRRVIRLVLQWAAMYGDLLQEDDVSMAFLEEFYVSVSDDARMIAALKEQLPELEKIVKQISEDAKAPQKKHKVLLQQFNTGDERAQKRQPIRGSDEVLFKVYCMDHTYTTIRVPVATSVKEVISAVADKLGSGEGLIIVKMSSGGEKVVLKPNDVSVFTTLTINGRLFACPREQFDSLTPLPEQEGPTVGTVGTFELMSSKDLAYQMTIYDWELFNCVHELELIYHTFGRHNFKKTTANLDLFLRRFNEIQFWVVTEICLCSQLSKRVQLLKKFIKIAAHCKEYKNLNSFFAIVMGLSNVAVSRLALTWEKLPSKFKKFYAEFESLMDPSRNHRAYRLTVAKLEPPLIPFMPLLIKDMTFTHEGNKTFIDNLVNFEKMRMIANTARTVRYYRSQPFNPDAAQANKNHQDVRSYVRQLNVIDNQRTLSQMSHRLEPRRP
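Compounds were titrated in qHTS against a Rap1B-BODIPY-GDP (250 nM) complex with EPAC2 (100 nM) and GDP (50 uM). BODIPY-GDP release tracked at 480/540 nm over 30 min at room temperature, normalized to 6.5 mM cAMP.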
IL-2 act = activators of IL-2. activation, % (series mostly up to about 46 µM). AID 652025. IL-2 activation reporter assay, cell-based qHTS; stimulated with anti-CD3/CD4/CD28 beads; in transgenic mouse T cells. 360,000 tested, 0.065% active; in the data active means activation above about 50%; inconclusive means mostly about 30% to 49%; further: 0% is about no effect
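Quantitative HTS in unstimulated transgenic mouse T cells, with memory T cells as non-tolerant control and PMA/ionomycin as tolerance-bypass control. Compound pretreatment lasted 60 minutes before 18 h bead stimulation; EGFP/DsRed fluorescence read.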
A549 viability = counter-screen for Nrf2 inhibitors: cytotoxicity in A549 cells; 390,000 tested, 0.16% active; A549 ARE-Fluc cells, CellTiter-Fluor viability, 18-24 h; Potency, µM (highest dose often 46 µM), without a hit: top-dose activity change, negative = cytotoxicity, actives largely listed as inhibitors; AID 504648; further: potency means the concentration at half of the fitted maximal effect; on the % scale 0 is the no-effect control and ±100 the full control effect
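Cytotoxicity counterscreen: CellTiter-Fluor fluorescence was measured in A549 ARE_Fluc cells after 18-24 h of compound exposure in a concentration series. The subsequent BugLite luminescent read reports ARE-luciferase activity.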
TGFb SMAD3 inh = inhibitors of TGF-b signaling. 410,000 tested, 1.2% active. AID 588855. Potency, µM (top dose mostly 46.1 µM), inactives show at the top dose activity, negative = inhibition, hits mostly inhibitors. HepG2 CAGA-GFP TGF-b/SMAD3 reporter, GFP fluorescence, 18 h; TGF-beta stimulated, 500 pg/mL final; further: potency means the concentration at half of the fitted maximal effect; on the % scale 0 is the no-effect control and ±100 the full control effect; nearly all actives have a fitted effect of over 65% in size
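Smad-responsive CAGA-GFP expression was quantified in HEPG2 cells exposed to compounds and 500 pg/mL final TGF-beta for 18 h at 37 degrees C; unstimulated wells defined full inhibition.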
S2 tox = reduces viability in counter-screen for ATXN expression inhibitors; S2 cells (HEK-293 line with an ATXN2-luciferase reporter) viability, CellTiter-Fluor protease fluorescence, 24 h; Potency, µM (doses to about 56.7 µM), actives largely listed as cytotoxic; 400,000 tested, 0.49% active; further: potency means the concentration at half of the fitted maximal effect; nearly all actives have a fitted effect of over 40% in size
Nrf2 inh = blocks Nrf2 signaling; A549 ARE-Fluc reporter, luciferase luminescence, 18-24 h; 360,000 tested, 2.1% active; Potency, µM (doses to about 46 µM), for the others: at the top dose activity change, negative = inhibition, actives largely listed as inhibitors; AID 504444; further: potency means the concentration at half of the fitted maximal effect; on the % scale 0 is the no-effect control and ±100 the full control effect; nearly all actives have a fitted effect of over 60% in size
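Nrf2 activity is the BugLite luminescence, read 15 min after reagent at room temperature, following CellTiter-Fluor cytotoxicity readout (30 min, 37C). Compound titrations were applied for 18-24 h to 5000 A549 ARE_Fluc cells/well in 5% FBS OPTI-MEM.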
ATXN2 expr inh = ATXN2 expression inhibition. Potency, µM (highest dose often 57 µM), for the others: at the highest dose activity change, negative = inhibition, actives largely listed as inhibitors. HEK-293 ATXN2-luciferase reporter, luminescence, 24 h. 360,000 tested, 0.72% active; further: potency means the concentration at half of the fitted maximal effect; on the % scale 0 is the no-effect control and ±100 the full control effect; nearly all actives have a fitted effect of over 55% in size
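qHTS (up to 57 uM final) was run with 24 h compound exposure of reporter cells at 37 °C. Each well was multiplexed: SteadyGlo luminescence measured ATXN2-luciferase expression after a fluorogenic Gly-Phe-AFC viability readout (25 uM final).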
Numbers without * were called inactive; i = inactive; ? = inconclusive; . = not tested or not shown; [ ] = another dose, or the depositor's remark. Unless noted, the call rests on the fitted dose curve; in most records, active means well fitted curve in the direction sought with a large enough effect; inconclusive means small, poorly fitted or top-dose-only effect, or another doubt; inactive means no such curve, though single readings can be large; an effect the other way counts as inactive or inconclusive.

SMILES	Nrf2 activator	HepG2 viability	EPAC2 agonist	IL-2 act	A549 viability	TGFb SMAD3 inh	S2 tox	Nrf2 inh	ATXN2 expr inh
Cc1c(CC(=O)N[C@H](C(=O)O)C(C)C)c(=O)oc2cc3c(cc12)CCC(C)(C)O3	-0.1%	-1.2%	-4.4%	0.0	9.8%	3.9%	i	?	9.5%
O=C(Nc1ccccc1)c1ccc(-c2ccc([N+](=O)[O-])cc2)o1	5.0%	-18.6%	17.1%	-0.8	-18.7%	-18.8%	i	-14.0%	1.6%
CCOC(=O)c1c(N2C(=O)C=CC2=O)sc(C)c1C	7.6%	-91.8%	12.8%	-3.4	?	15.8µM*	?	?	?
O=C(Nc1nnc(-c2ccc(Cl)cc2)o1)c1nc2ccccc2s1	0.0%	-11.4%	2.4%	-2.9	-18.3%	-3.5%	i	?	-4.7%
O=C(CCC(=O)OCC(=O)c1ccc([N+](=O)[O-])cc1)Nc1ccccc1Cl	0.2%	3.4%	-1.8%	-3.3	-1.0%	18.4%	i	3.8%	2.9%
Oc1ccc(-c2nc(=S)[nH][nH]2)cc1	-0.2%	-0.1%	8.0%	0.3	6.0%	10.0%	i	7.6%	4.2%
COc1cccc(-c2nc(CS(=O)(=O)CC(=O)NCCN3CCOCC3)c(C)o2)c1	-0.1%	-6.6%	4.4%	-2.8	-1.5%	1.0%	i	2.0%	-7.7%
Cn1c(CNC(=O)C2CCCCC2)cc2ccccc21	0.5%	6.6%	-5.6%	-0.2	7.8%	0.2%	i	-7.0%	.
O=C(NCCCN1CCOCC1)c1cccc(S(=O)(=O)NCc2ccccc2)c1	-0.1%	-7.4%	10.1%	-2.1	-5.8%	?	i	7.2%	-5.2%
O=C(NCCSc1c(-c2ccc(Br)cc2)[nH]c2ccccc12)c1ccc(S(=O)(=O)N2CCOCC2)cc1	3.6%	-21.9%	.	.	-7.3%	-17.9%	?	-10.1%[9.27 µM]	-12.5%
COc1ccc(Nc2oc(COc3ccccc3F)nc2C#N)cc1	5.7%	-26.9%	9.1%	-0.5	-1.5%	-2.3%	35.5µM*	7.0%	?
Cc1ccc(OCc2nc(-c3ccccc3)no2)c(C)c1	0.3%	-6.3%	2.2%	-0.7	1.1%	0.0%	i	?	76.4%[activator]
N/N=C(\c1ccccc1)c1cc(Cl)ccc1N	0.2%	1.6%	1.2%	-1.9	4.4%	15.7%	i	-7.4%	-5.7%
CN(Cc1ccccc1)C(=O)c1nn2cccnc2c1Cl	0.7%	-4.5%	-3.5%	-0.3	-2.4%	5.2%	i	-10.5%	3.1%
Fc1ccc(Nc2nnc(-c3ccncc3)s2)cc1Cl	10.6%	-7.7%	0.9%	-0.2	.	14.5%	i	.	19.8%
CC(=O)c1cccc(NC(=O)C(C)OC(=O)Cc2c[nH]c3ccccc23)c1 (centres undefined)	0.2%	2.1%	10.9%	-3.6	-2.2%	0.0%	i	-10.7%	-4.7%
Cc1cc(C)c(C)c(OCCn2ccnc2)c1	3.2%	-3.7%	1.7%	0.0	-18.7%	7.0%	i	?	3.1%
N#Cc1c(-c2cccs2)nc(SCc2ccc(Cl)cc2)[nH]c1=O	-0.1%	-19.3%	-8.8%	0.7	-9.2%	-16.7%	i	-1.5%	-12.2%[11.3 µM]
Cc1ccc(CNC(=O)CSc2nc3ccccc3nc2Cc2ccc(C)cc2)cc1	0.8%	-9.5%	.	.	3.4%	2.2%	?	.	0.4%
Cc1cccc(S(=O)(=O)Nc2ccc(-c3cn4ccccc4n3)cc2)c1	-0.7%	3.8%	-1.1%	-1.5	-22.6%	-1.0%	i	?	6.0%

Retrieved by compound from above, 2 records:
SMILES	Nrf2 activator	HepG2 viability	EPAC2 agonist	IL-2 act	A549 viability	TGFb SMAD3 inh	S2 tox	Nrf2 inh	ATXN2 expr inh
COc1ccc(Nc2oc(COc3ccccc3F)nc2C#N)cc1	5.7%	-26.9%	9.1%	-0.5	-1.5%	-2.3%	35.5µM*	7.0%	?
N#Cc1c(-c2cccs2)nc(SCc2ccc(Cl)cc2)[nH]c1=O	-0.1%	-19.3%	-8.8%	0.7	-9.2%	-16.7%	i	-1.5%	-12.2%[11.3 µM]

Additional results follow.
SMILES	Nrf2 activator	HepG2 viability	EPAC2 agonist	IL-2 act	A549 viability	TGFb SMAD3 inh	S2 tox	Nrf2 inh	ATXN2 expr inh
O=C(O)Cc1ccc(N=Nc2c(O)c(C(=O)O)cc3ccccc23)cc1	2.3%	26.3%	7.0%	-1.8	?	-4.0%	?	3.2%	6.9%
COc1ccccc1CC(NC(C)=O)C(=O)NC1CCN(C(=O)c2ccc([N+](=O)[O-])cc2)CC1 (centres undefined)	0.0%	12.9%	-1.1%	-2.0	-4.1%	17.7%	i	-4.5%	.
COC(=O)C1OC1c1cc([N+](=O)[O-])ccc1OC (centres undefined)	4.5%	-24.7%	9.0%	-5.3	-11.0%	-3.6%	i	6.3%	-13.2%
CC1Cc2cc(/C(O)=C3/C(=O)C(=O)N(CCN4CCOCC4)C3c3ccc([N+](=O)[O-])cc3)ccc2O1 (centres undefined)	-0.1%	5.6%	-7.6%	-2.3	-12.1%	-14.9%	i	9.4%	8.8%
O=C(COc1ccc2ccccc2c1)NNC(=O)c1cnccn1	0.6%	-33.2%	-1.5%	3.2	0.5%	-17.1%	i	-13.5%	-23.4%
O=C(c1cccc([N+](=O)[O-])c1)N1CCN(c2ccccn2)CC1	-0.3%[9.22 µM]	-3.1%	1.0%	-0.5	-3.4%	1.1%	i	-5.0%	3.6%
CCC(CC)C(=O)c1c[nH]c(C(=O)NCc2cccnc2)c1	0.2%	7.1%	12.7%	0.3	1.1%	0.9%	i	-6.1%	-18.8%
O=C(NC(=S)Nc1ccc(Cl)c(C(=O)O)c1)c1cccc(COc2ccccc2)c1	-0.4%	-29.6%	-0.8%	0.0	0.4%	0.0%	i	-8.8%	4.9%
CCC1OC23CCCCC2C(C#N)(C(=N)O3)C1(C#N)C#N (centres undefined)	16.0%	3.4%	-19.5%	-0.7	-2.6%	46.1%[activator]	i	-5.2%	4.3%
O=C(CCc1ccccc1)N1CCN(c2ccc(F)cc2)CC1	2.2%	-13.7%	2.2%	-0.6	0.2%	9.0%	?	5.8%	-9.5%
Cn1c(SCC(=O)N2CCOCC2)nnc1-c1ccc(Cl)cc1Cl	0.3%	-15.8%	-1.5%	-1.3	-8.1%	13.2%	i	13.4%	-3.0%
CCOC(=O)c1cc2occc2n1CC(=O)N1CCN(C(=O)c2ccco2)CC1	0.3%	-15.7%	-1.4%	-1.2	-0.3%	-1.6%	i	0.3%	-4.2%
CCCCCCOc1ccc(C(CC(N)=O)C(=O)O)cc1 (centres undefined)	0.2%	9.1%	-17.3%	2.0	6.4%	?	i	15.9%	10.5%[11.3 µM]
COc1ccc(/C=N/NC(=O)c2cccc(Br)c2)cc1Cn1cc(Cl)cn1	1.8%	-2.5%	1.6%	-2.4	?	-3.8%	i	?	-21.8%
CCOc1cccc(/C=C/c2ccc3cccc(O)c3n2)c1OC	?	-12.8%	3.5%	1.6	-2.7%	?	i	14.8%	6.1%
Cc1ccc(-c2nnn(CC(=O)N(CC3CCCO3)C(C(=O)NCC3CCCO3)c3ccc(F)cc3)n2)o1 (centres undefined)	3.2%	3.1%	-9.2%	1.3	-8.8%	0.0%	i	9.1%	9.2%
COc1cc2c(=O)c(C(=O)c3ccc(C)c(C)c3)cn(Cc3ccc(F)cc3)c2cc1OC	-1.0%	2.0%	.	.	-17.3%	22.3%	?	15.7%	8.4%
CCOC(=O)N1CCN(C(=O)C2CCN(C(=O)c3cc4sccc4n3CC)CC2)CC1	-1.0%	-15.3%	15.4%	-1.8	-2.7%	-3.6%	i	-6.6%	1.2%
O=[N+]([O-])c1cc2oc3c(c2c(C=NCc2ccccc2)c1O)CCCC3	0.0%	28.2%	0.5%	?	?	17.9%	?	?	-30.4%
COc1cnc(-c2ccccn2)nc1Oc1ccc(F)cc1F	3.4%[9.22 µM]	-29.8%	-4.0%	-1.3	-0.8%	?	i	?	25.6%
Cc1c(Cl)cccc1NC(=O)Cn1nnc2sc3c(c2c1=O)CCCC3	-0.5%	-11.1%	.	.	0.3%	1.7%	i	20.2%	7.3%
COc1ccc(CCNC(=O)CSc2cn(CCNC(=O)c3ccc(OC)c(OC)c3)c3ccccc23)cc1OC	5.1%	-14.7%	.	.	-3.3%	?	?	?	?
CC(C)(C)N=C1NC(=NC(C)(C)C)c2ccccc21	0.8%	-12.4%	2.8%	-2.5	?	-10.0%	i	-16.1%	-13.2%
CC1CCN(C(=O)CSc2nc(N)c(NC(=O)c3ccccc3)c(=O)[nH]2)CC1	-2.2%	7.6%	6.4%	3.2	-0.4%	14.4%	i	12.8%	7.8%
COc1ccc2cc(OCC(=O)NNC(=O)Nc3ccc(C(C)=O)cc3)ccc2c1	-0.8%	6.2%	8.3%	-2.2	0.9%	7.2%	i	?	13.4%
Cc1cc(C)c(C(=O)OCC(=O)NCc2cccs2)c(C)c1	-0.5%	0.2%	3.4%	1.0	4.9%	-17.0%	i	-5.9%	6.8%
Cc1cc[n+](CC[n+]2ccc(C)cc2)cc1	0.0%	-0.6%	0.4%	0.2	-4.1%	2.0%	i	13.1%	5.1%
COC(=O)C1CC(c2c(OC)cc(OC)cc2OC)=NO1 (centres undefined)	0.1%	-14.8%	4.1%	-1.3	1.2%	-11.7%	?	21.6%	7.4%
CCN(CC)CCn1c2c(c(SCC(=O)Nc3nccs3)nc1=O)CCCC2	4.2%	-0.1%	7.7%	-1.7	2.7%	-19.0%	i	15.7%	1.5%
Cc1ccc(CNC(=O)Cn2c(=O)ccc3cc(S(=O)(=O)N4CCC(C)CC4)ccc32)cc1	0.1%	-6.8%	.	.	9.7%	-25.7%	i	.	-2.7%

Rows were taken by chance; any-hit rate near 4.3%.
